From PubChem BioAssay
EBV LMP1 NFkB = reduces LMP1-driven NF-kappaB luciferase signal. AID 504558. LMP1-induced NF-kappaB luciferase reporter cells, luminescence. 350,000 tested, 0.69% active. inhibition, % at 12.5 µM; in the data active means inhibition above about 41%;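 further: 0% = neutral control wells and 100% = reference inhibitor control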
HIF-2a inh = HIF-2a inhibition; 786-0 RCC cells HIF-2a reporter, luciferase luminescence, overnight; inhibition, % at 18.8 µM; 360,000 tested, 0.72% active; AID 624352;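 active means inhibition of the luminescence signal of 40% or more relative to plate controls, in a single-dose primary screen at 18.75 µM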
MITF TRPM1 inh = MITF TRPM1 promoter inhibition in SK-MEL-5 cells; 330,000 tested, 0.83% active; SK-MEL-5 TRPM1 promoter luciferase, 24 h; inhibition, % at 12.5 µM;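 active means mean inhibition across replicates of 60% or more, whatever share of single replicates reaches that level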; further: values of inactives mirror those of a sister screen read the other way
Shn3 inh set2 = Schnurri-3 reporter inhibition in Clone20 osteoblasts | inhibition, % at 12.5 µM | 360,000 tested, 0.52% active | Clone20 osteoblast Shn3 3'UTR firefly luciferase, 24 h;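 active means mean inhibition of at least 75% with every replicate also reaching 75%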;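 further: 0% = median of neutral control wells and 100% = pilot-screen positive control compound; some compounds past the cut are filed as inactive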
NR2E3 ag-1 = activates human NR2E3 receptor. AID 602229. CHO-S Gal4-NCOR/VP16-NR2E3 two-hybrid, luciferase. Q9Y5X4. inhibition of corepressor binding, % at 3.98 µM. 360,000 tested, 0.35% active;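 active means inhibition above the mean of all tested compounds plus 3 SD, cut at about 70% in these data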;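 further: 0% = DMSO with NR2E3 transfected cells and 100% = cells lacking NR2E3 construct; higher means lower luciferase signal from less NR2E3 corepressor binding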
Target sequence (Q9Y5X4 whole entry, looked up, the tested form may be a part): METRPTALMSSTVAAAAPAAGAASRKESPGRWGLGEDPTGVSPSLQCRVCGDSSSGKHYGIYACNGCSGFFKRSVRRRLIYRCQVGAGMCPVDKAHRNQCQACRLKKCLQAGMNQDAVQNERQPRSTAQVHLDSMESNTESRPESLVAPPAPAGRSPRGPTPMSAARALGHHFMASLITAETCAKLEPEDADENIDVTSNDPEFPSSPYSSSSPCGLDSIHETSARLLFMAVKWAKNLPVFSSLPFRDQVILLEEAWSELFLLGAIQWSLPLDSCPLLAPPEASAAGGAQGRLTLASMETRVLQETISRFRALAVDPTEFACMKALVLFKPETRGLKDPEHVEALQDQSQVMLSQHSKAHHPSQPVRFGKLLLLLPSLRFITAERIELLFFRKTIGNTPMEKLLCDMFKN
iPSC survival up = enhancers of human iPSC single-cell survival; hiPSC single-cell survival, ATPlite luminescence; 100% = ROCK inhibitor wells, 0% = DMSO; survival enhancement, % at 20 µM; 360,000 tested, 0.044% active; AID 602274; in the data active means survival enhancement above about 18%;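 further: cells exposed to compounds for 16 hours before the ATP read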
TRAIL sens C8 = caspase-8 TRAIL sensitization. NB7+C8 cells + TRAIL, ATPlite viability luminescence. 360,000 tested, 1% active. AID 624354. inhibition (viability loss, TRAIL sensitization), % at 10 µM;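 active means compounds causing at least 50% loss of cell viability in the single-dose screen, relative to plate controls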
KKLEB tox = reduces viability of KKLEB cystic fibrosis airway cells; 360,000 tested, 0.36% active; KKLEB CF airway cells viability, ATPlite luminescence, overnight; active compounds read low; cells stimulated with P. aeruginosa culture filtrate; activity change (cytotoxicity), % at 5 µM;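 active means corrected activity change at or below -50% at 5 µM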
CF NFkB block = blocks PAF-induced NF-kB reporter in cystic fibrosis cells; inhibition, % at 5 µM; 360,000 tested, 0.86% active; KKLEB NF-kB-GFP reporter, GFP fluorescence overnight;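 active means at least 50% inhibition at 5 µM, scaled per plate between neutral and stimulator controls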;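 further: PAF is a Pseudomonas aeruginosa culture filtrate used as stimulus; plate controls were PAF-stimulated DMSO wells for no effect and unstimulated DMSO wells for full effect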
Peg3 promoter = reduces Peg3 promoter-driven luciferase expression in HeLa; HeLa PEG-Prom luciferase reporter, luminescence, overnight; 360,000 tested, 1.7% active; inhibition, % at 20 µM; AID 588405;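 active means inhibition of at least 50% at 20 µM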
NR2E3 ag-2 = activates human photoreceptor nuclear receptor NR2E3; Q9Y5X4; GST-NR2E3/biotin-RetCOR TR-FRET, 1536-well; inhibition of corepressor binding, % at 4.78 µM; 320,000 tested, 0.12% active; AID 2300;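 active means percent inhibition above the cutoff of mean plus 3 SD of all tested compounds, set per screening campaign, cut at about 20% in these data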;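 further: 0% = DMSO wells and 100% = biotin wells as full block of FRET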
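Test system: GST-NR2E3 and biotin-RetCOR proteins | Quantity: 1.35 nM GST-tagged NR2E3 final | Medium: Tris pH 7.5 | Also added: 7 nM biotin-RetCOR | Dosing: Compound at 4.8 µM, single dose | Timing: 5 h at 4 °C | Detection: Time-resolved FRET | Read-out basis: Percent inhibition | Benchmarks: Biotin wells as high control, 0.6% DMSO wells as low control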
Numbers without * were called inactive; . = no result given.

SMILES	EBV LMP1 NFkB	HIF-2a inh	MITF TRPM1 inh	Shn3 inh set2	NR2E3 ag-1	iPSC survival up	TRAIL sens C8	KKLEB tox	CF NFkB block	Peg3 promoter	NR2E3 ag-2
O=C(OC1CCOC1=O)c1cc(-c2ccccc2)nc2ccccc12 (stereo unspecified)	0	9	-2	-1	6	-1.3	1	8	-14	-9	-2
CSc1ccc(Cn2c(C)c(C(=O)NCc3ccccc3C(F)(F)F)sc2=O)cc1	.	2	.	-2	6	1.8	-8	-9	13	9	.
N#CC1=C(N)C(C#N)(C#N)C(c2ccc[nH]2)C2CCCC=C12 (stereo unspecified)	4	2	1	-6	-30	-0.4	-14	3	-13	2	4
COc1ccc(C(=O)NC2CCN(S(=O)(=O)c3ccccc3F)CC2)cc1	4	1	9	-6	-12	-0.5	-16	-9	2	5	0
COc1ccc(NC(=O)CCNS(=O)(=O)c2ccc3c(c2)CC(C)N3C(C)=O)cc1 (stereo unspecified)	-1	8	8	-9	-4	0.5	13	-4	18	5	2
Cc1cccc(OCCCC(=O)NCC(=O)Nc2cccc(C)c2C)c1	-1	14	3	-14	-9	-0.7	-32	-2	-9	3	-2
C#CCOCCOCCOCCNc1nc(N2CCN(C(=O)C([C@@H](C)CC)n3cc(C(N)CC(C)C)nn3)CC2)nc(N2CCN(C(=O)[C@H](CCC(=O)O)n3cc(C(N)[C@H](C)CC)nn3)CC2)n1 (stereo partly specified)	23	13	0	-10	-4	-3.2	1	6	-13	6	5
COc1ccc(CN2CCNC(=O)C2CC(=O)NC2CCCC2)c(C)c1C (stereo unspecified)	-1	6	-3	13	-25	0.7	7	-1	-8	9	-6
OCC1(Cc2ccccc2)CCCN(Cc2cnn(-c3ccccc3)c2)C1 (stereo unspecified)	-7	17	-6	18	-34	-0.2	-1	7	0	8	1
CCCCn1c(=NC(=O)c2ccco2)c(C(=O)OCC)cc2c(=O)n3cccc(C)c3nc21	3	9	-47	0	-1	1.1	-3	-13	-22	33	-1
C/C(N)=C(/C#N)C(=O)CSc1nnc(Nc2ccccc2)s1	-22	-197	-52	-52	-71	-0.1	-3	-5	-1	-198	3
Cn1nccc1NC(=O)Nc1ccccc1	-5	6	15	0	-6	-0.7	-20	-6	-11	5	0
CC1CCN(C(=O)c2[nH]cnc2C(=O)N2CCN(c3ccccc3)CC2)CC1	4	6	16	-2	-9	-0.1	-10	20	-33	-8	0
COc1ccccc1C(=O)NCCN1CCCC1	-7	5	.	-10	-5	4.1	-22	14	-24	1	.
CC(C)CN1CCN(Cc2cccn2-c2cccnc2)CC1CCO (stereo unspecified)	-3	8	2	-1	-28	0.5	-14	15	0	4	-3
Cc1cc(Cl)ccc1NC(=O)CN1C(=O)NC2(CCCc3ccccc32)C1=O (stereo unspecified)	-1	4	8	-6	-6	-0.4	-1	-6	10	1	0
O=C(CCC(=O)Nc1ccccc1)N/N=C/c1cccnc1	-4	13	13	0	-4	0.2	24	8	-1	13	1
Cc1nnc(NN)n(N)c1=O	.	15	.	0	10	0.0	6	3	0	7	2
CC(C)c1ccc(-c2csc3ncnc(N4CCN(C)CC4)c23)cc1	49*	18	-3	49	-53	3.0	15	-8	48	1	-2
Cc1[nH]c(=O)c(S(=O)(=O)c2ccccc2)c(C)c1Cl	-10	-18	1	1	-48	-0.5	3	4	-3	-5	3
COc1ccc(Cl)cc1NC(=O)N1CCN(c2ccccc2OC)CC1	-5	-4	-10	12	-14	-0.5	-2	-3	0	11	3
CCOc1ccc2c(c1)sc(N)[n+]2Cc1cc(C)cc2cccnc12	19	31	12	55	-34	-0.1	30	-26	28	29	0
Cn1c(SCC(=O)Nc2ccccc2)nnc1C(F)(F)F	-3	-16	-1	-7	0	5.0	-2	13	5	-13	-5
CC(=O)NCC(=O)NNC1CC(=O)N(c2cccc(Cl)c2)C1=O (stereo unspecified)	0	18	10	3	14	-0.3	-1	-1	-14	12	-1
CCOc1ccc2[nH]cc(C(=O)NCCc3ccccc3)c(=O)c2c1	6	-17	7	13	5	0.2	4	-6	-25	25	-2
O=C(NCC1CCCO1)c1ccccc1OCc1ccc(Cl)cc1 (stereo unspecified)	0	-6	5	36	-9	1.2	21	13	7	5	-2
COc1cc(/C=N/n2nnnc2Nc2ccccc2)cc(OC)c1OC	5	-19	-7	-14	10	5.0	8	14	-32	-8	0
COc1ccc(/C=C2\SC(=S)N(CC(=O)OCC(=O)Nc3ccc([N+](=O)[O-])cc3OC)C2=O)cc1	-2	13	7	-11	-21	-0.6	9	-9	6	3	.
Cc1ccc(S(=O)(=O)N2CCN(C(=O)COC(=O)c3nc(Cl)ccc3Cl)CC2)c(C)c1	-2	7	.	5	-5	0.0	14	0	10	17	.
NNC(=S)Nc1c(Br)cc(F)cc1Br	-12	12	4	13	-1	-0.2	1	-6	15	1	0

Just NR2E3 ag-1, HIF-2a inh and KKLEB tox, for some of the entries so far:
Structure | NR2E3 ag-1 | HIF-2a inh | KKLEB tox
CCCCn1c(=NC(=O)c2ccco2)c(C(=O)OCC)cc2c(=O)n3cccc(C)c3nc21 | -1 | 9 | -13
C/C(N)=C(/C#N)C(=O)CSc1nnc(Nc2ccccc2)s1 | -71 | -197 | -5

(cont.)
SMILES	EBV LMP1 NFkB	HIF-2a inh	MITF TRPM1 inh	Shn3 inh set2	NR2E3 ag-1	iPSC survival up	TRAIL sens C8	KKLEB tox	CF NFkB block	Peg3 promoter	NR2E3 ag-2
N#C/C(=C\N1CCCCC1)S(=O)(=O)c1ccc(Cl)cc1	.	22	.	0	-10	-0.9	-2	6	-1	15	5
CC(C)N(C(=O)c1ccc(C(=O)Nc2ccc([N+](=O)[O-])cc2)cc1)C(C)C	8	19	13	5	-4	-1.4	-4	1	9	3	8
COc1ccc2[nH]cc(CCNC(C)=O)c2c1	4	-7	-2	12	4	-1.1	14	7	-26	-15	3
COc1ccccc1CCC(=O)NNC(=O)c1cccs1	-3	6	-2	-2	3	2.2	-11	2	16	4	.
Cc1cc2nc(C3CCCCC3)c(Cc3cccc(F)c3)n2c(C)c1Br	.	-7	.	12	-9	-0.5	4	1	36	1	.
CCOC(=O)C1=CCN(S(=O)(=O)c2cccc(Cl)c2)C1c1cccc(C)c1 (stereo unspecified)	.	14	.	7	-14	-1.0	-6	6	15	4	.
COc1cc(C(C(=O)NC(C)(C)C)N(C(=O)CNC(=O)c2cccs2)c2ccccc2)cc(OC)c1OC (stereo unspecified)	-11	0	5	17	-2	-0.4	-6	3	2	3	5
Cc1ccc(N(O)C(=O)OCCNC(=O)Nc2ccccc2)cc1	-5	17	8	-8	-1	-1.4	9	-2	9	4	2
Cc1cc(=O)oc2c(C)c(OCC(=O)NCCCN3CCOCC3)ccc12	1	0	-2	-4	-19	0.2	-8	3	-4	3	-2
CCN(CC)S(=O)(=O)c1ccc(C(=O)N2CCN(C3=NS(=O)(=O)c4ccccc43)CC2)cc1	-9	20	5	5	21	-0.2	11	13	27	7	2
COCc1c(C(=O)N2CCN(Cc3ccc(C#N)cc3)CC2)oc2ccccc12	-11	4	.	-1	-5	-0.5	0	7	-13	9	0
CCCCCCc1nnc(NC(=O)OCC)s1	2	-31	5	-15	-11	1.8	-6	-10	6	-7	0
O=C(c1ccco1)N1CCN(c2ccc(Cl)cc2)CC1	-28	-269	-83	-105	-61	0.3	4	11	-5	-271	-4
CC(=O)Nc1ccccc1C(=O)C(=O)Nc1ccc(F)cc1	-6	-161	-3	-13	-40	3.3	3	1	-9	-55	0
CCn1c(SCC(=O)Nc2nc(C)cs2)nnc1-c1ccco1	5	2	1	5	0	0.3	4	2	-10	10	4

Entries listed so far printed as active in EBV LMP1 NFkB.
SMILES | EBV LMP1 NFkB | HIF-2a inh | MITF TRPM1 inh | Shn3 inh set2 | NR2E3 ag-1 | CF NFkB block | Peg3 promoter | NR2E3 ag-2
CC(C)c1ccc(-c2csc3ncnc(N4CCN(C)CC4)c23)cc1 | 49* | 18 | -3 | 49 | -53 | 48 | 1 | -2

An excerpt from above in order of number of heavy atoms, smallest number first.
SMILES	EBV LMP1 NFkB	HIF-2a inh	MITF TRPM1 inh	Shn3 inh set2	NR2E3 ag-1	iPSC survival up	TRAIL sens C8	KKLEB tox	CF NFkB block	Peg3 promoter	NR2E3 ag-2
COc1ccc2[nH]cc(CCNC(C)=O)c2c1	4	-7	-2	12	4	-1.1	14	7	-26	-15	3
N#C/C(=C\N1CCCCC1)S(=O)(=O)c1ccc(Cl)cc1	.	22	.	0	-10	-0.9	-2	6	-1	15	5
COc1ccccc1CCC(=O)NNC(=O)c1cccs1	-3	6	-2	-2	3	2.2	-11	2	16	4	.
CC(=O)Nc1ccccc1C(=O)C(=O)Nc1ccc(F)cc1	-6	-161	-3	-13	-40	3.3	3	1	-9	-55	0
CCOC(=O)C1=CCN(S(=O)(=O)c2cccc(Cl)c2)C1c1cccc(C)c1 (stereo unspecified)	.	14	.	7	-14	-1.0	-6	6	15	4	.
CCN(CC)S(=O)(=O)c1ccc(C(=O)N2CCN(C3=NS(=O)(=O)c4ccccc43)CC2)cc1	-9	20	5	5	21	-0.2	11	13	27	7	2

More records follow:
SMILES	EBV LMP1 NFkB	HIF-2a inh	MITF TRPM1 inh	Shn3 inh set2	NR2E3 ag-1	iPSC survival up	TRAIL sens C8	KKLEB tox	CF NFkB block	Peg3 promoter	NR2E3 ag-2
S=C(NCc1ccccc1Cl)Nc1ccccc1Cl	-4	-27	6	-17	-11	-1.5	-3	-10	18	-7	1
O=C(c1ccccc1)c1ccncc1	-16	1	9	6	2	2.1	-5	1	13	1	2
S=C(NCCc1ccccc1)NN=C1CCCCCC1	-12	-149	-19	-25	-8	-0.5	-3	8	-24	-84	3
COc1ccc(NCCNc2ccc(OC)cc2)cc1	3	-26	2	2	-27	-1.5	17	10	-44	-32	2
Cc1ccc(S(=O)(=O)N(C)C)cc1NC(=O)COC(=O)COc1ccccc1[N+](=O)[O-]	1	18	8	-11	-7	0.1	-4	-1	14	-1	3

These rows are one share of the data; rates above refer to the full screens.
